# Pf growth 48h: Primary qHTS for delayed death inhibitors of the malarial parasite plastid, 48 hour incubation; P. falciparum luciferase growth in erythrocytes, 48 h; Potency, µM (highest dose often 28.7 µM), without a hit: at the highest dose activity change, negative = inhibition, most hits filed as inhibitors; 310,000 compounds, 5.9% hits; further: potency means the concentration at half of the fitted maximal effect; on the % scale 0 is the no-effect control and ±100 the full control effect
#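 In quantitative HTS format, infected erythrocytes bearing luciferase-reporter parasites were treated for a single generation at 37 C. Luminescence after adding detection reagent served as the growth measure.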
# FBPA Giardia inh: qHTS Assay for Inhibitors of Fructose-1,6-bisphosphate Aldolase from Giardia Lamblia; purified Giardia FBPA; A8B2U2; Potency, µM (highest dose often 59.6 µM), inactives show top-dose activity, negative = inhibition, actives largely listed as inhibitors; 290,000 compounds, 0.71% hits; AID 2451, 2010; further: potency means the concentration at half of the fitted maximal effect; on the % scale 0 is the no-effect control and ±100 the full control effect; nearly all actives have a fitted effect of over 55% in size
# Target sequence (A8B2U2 whole entry, looked up): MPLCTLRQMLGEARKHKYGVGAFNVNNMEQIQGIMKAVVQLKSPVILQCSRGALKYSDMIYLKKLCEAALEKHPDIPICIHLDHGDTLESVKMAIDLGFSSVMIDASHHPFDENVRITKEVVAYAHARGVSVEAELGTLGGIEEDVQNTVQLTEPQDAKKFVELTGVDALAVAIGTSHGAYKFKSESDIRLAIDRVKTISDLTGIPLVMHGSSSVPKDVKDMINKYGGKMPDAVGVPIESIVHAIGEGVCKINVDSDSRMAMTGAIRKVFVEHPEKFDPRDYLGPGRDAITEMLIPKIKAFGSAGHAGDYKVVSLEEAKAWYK
#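 40 nM FBPA preincubated 10 min at RT with compound (up to 57.5 uM final), then substrate plus GAPDH/TPI/NAD/arsenate coupling and diaphorase/resazurin added. Fluorescence read after 20 min at RT, 525/598 nm.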
# HCV inhibitor: qHTS Assay for Inhibitors of Hepatitis C Virus (HCV). Huh7.5.1 HCVcc-Cre infection, luciferase reporter, 44 h. Potency, µM (titrated, usually from 41.8 µM), inactives show at the top dose activity change, negative = inhibition, most hits filed as inhibitors. 340,000 compounds, 3.4% hits. AID 651820, 2012; further: potency means the concentration at half of the fitted maximal effect; on the % scale 0 is the no-effect control and ±100 the full control effect
#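 Antiviral activity was scored by luciferase reporter output from cells infected with HCVcc-Cre (~0.5 moi) in presence of compound, 44 h infection period, cells seeded 1,000/well 4 h prior.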
# Cycloheximide cs: Cycloheximide Counterscreen for Small Molecule Inhibitors of Shiga Toxin | 300,000 compounds, 12% hits | cell reporter, cycloheximide protein synthesis inhibition counterscreen | max response, % | AID 2314, 2010; in the data active means max response mostly above about 13%, no sharp cut-off; inactive means mostly below about 14%; further: read at 38.3 µM for the half of the compounds with a filed dose; 0% is about no effect
# Pf growth 96h: Primary qHTS for delayed death inhibitors of the malarial parasite plastid, 96 hour incubation; Potency, µM (top dose mostly 28.7 µM), for inactives: at the top dose activity change, negative = inhibition, hits mostly inhibitors; 320,000 compounds, 6.9% hits; AID 504834, 2011; P. falciparum luciferase reporter growth, 96 h; further: potency means the concentration at half of the fitted maximal effect; on the % scale 0 is the no-effect control and ±100 the full control effect
#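 Two-generation exposure (96 h) targets delayed-death phenotype. Reporter parasites carrying integrated firefly luciferase, in red cells at 2% hematocrit and 0.05% parasitemia final, kept at 37 C, 5% CO2; luminescence loss indicates inhibition.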
# Shiga toxin inh: A qHTS for Small Molecule Inhibitors of Shiga Toxin; Vero cells, Shiga toxin protein synthesis inhibition reporter; 290,000 compounds, 9.2% hits; inhibition, % at 38.7 µM; in the data active means inhibition mostly above about 28%, no sharp cut-off; inactive means mostly below about 43%; further: 0% is about no effect
# * = called active by the depositor; ? = inconclusive; / = no result given; & = joins results of further samples; [ ] = dose if it differs, or a comment. Unless noted, the call rests on the fitted dose curve; in most records, active means well fitted curve in the direction sought with a large enough effect; inconclusive means small, poorly fitted or top-dose-only effect, or another doubt; inactive means no such curve, though single readings can be large; an effect the other way counts as inactive or inconclusive. Hits appear at their usual frequency; any-hit rate near 24%.
SMILES,Pf growth 48h,FBPA Giardia inh,HCV inhibitor,Cycloheximide cs,Pf growth 96h,Shiga toxin inh
CC(C)CCn1c(=O)c2ccccc2n2c(COC(=O)c3ccc(S(=O)(=O)N(C)C)cc3)nnc12,16%,3%,/,-2,/,-12
O=C(NC1CCCCC1)C(c1ccc(F)cc1)N(Cc1cccs1)C(=O)CN1C(=O)c2ccccc2S1(=O)=O (configuration not stated),-1%,2%,16%&13%,-2,14%,-7
C=CCN1C(=O)C(Cc2ccccc2)S/C1=N/N=C/c1cccs1 (configuration not stated),/,-4%,?,-2,?,-12
c1ccc(-c2nnsc2Sc2ccccn2)cc1,34%[activator],2%,?,32*,21%,56*
COc1cccc(N(CC(=O)NCCSc2ccccn2)S(C)(=O)=O)c1,4%,1%,3%,-1,?,-2
O=C(Nc1cccc(F)c1)c1ccc(S(=O)(=O)NCC2CCCO2)cc1 (configuration not stated),-23%,-1%,?,-2,/,-10
CCOC(=O)N1CCN(C(=O)CNC(=O)c2nn(-c3ccc(OC)cc3OC)c(=O)c3ccccc23)CC1,?,-1%,-16%,25*,1µM*,31*
Cc1ccc(/C=N/N2CCN(Cc3cccc4ccccc34)CC2)o1,/,0%,?,-3,7%,-17
Cc1cnc(CN(C)C(=O)c2ccc3oc(Cc4ccccc4)nc3c2)[nH]1,-19%,/,0%,13,4.7µM*,-3
O=C(CCNc1ccc(Cl)cc1)c1cccs1,43%[activator],0%,-5%,32*,?,42*
O=C(Nc1cccc(Cl)c1Cl)C1CCCO1 (configuration not stated),1%,7%,1%,-1,?,7
Cc1ccn2c(Nc3ccccc3)c(-c3ccccn3)nc2c1,2.1µM*,-27%,8.9µM*,10,139%[activator],21
Cc1nc2ccccc2c(=O)n1NC(=O)c1ccc(C(C)(C)C)cc1,11%,-3%,3%,-2,?,4
CCCCCCC(=O)N(O)C1CC(=O)N(c2ccc(C)cc2)C1=O (configuration not stated),/,-7%,0%,13,?,9
O=C(/C=C/c1cccc(Br)c1)NCc1ccncc1,-9%,6%,-9%,-2,-13%,-11
Nc1ncc([N+](=O)[O-])s1,10%,/,6%,/,-28%,/
COc1ccc(-c2cc(C(=O)NCCN3CCOCC3)c3cc(C(C)C)ccc3n2)cc1,?,0%,-6%,2,?,2
Cc1cc(=O)n2[nH]c(=O)c(N=Nc3ccccc3)c2[nH]1,31%[activator],-24%,6%,-4,?,-10
COc1ccc(CCN2CC(C(=O)N(C)Cc3cccnc3)CC2=O)cc1OC (configuration not stated),-27%,/,3%,/,-29%,/
CCOc1ccc(Br)cc1S(=O)(=O)Nc1ccc(N2CCOCC2)cc1,/,-13%,-6%,-4,?,-18
COc1cc2c(cc1OC)CN(C(=O)c1ccncc1)CC2,/,-6%,9%,9,1%,-7
Cc1c(Cl)c([N+](=O)[O-])nn1CC(=O)N1CCN(C23CC4CC(CC(C4)C2)C3)CC1,12µM*,-9%,?,0,2%,-10
N=C1/C(=C\c2ccc(SCc3ccccc3)o2)C(=O)N=C2SC(CC(=O)N3CCOCC3)=NN12,-18%,3%,-2%,-5,?,20
Cc1nnc(SCc2nc(N)nc(Nc3ccccc3)n2)s1,54%[activator],/,3%,38*,14%,69*
N#CCSc1nn(-c2ccc(F)cc2)c(=S)s1,5.9µM*,-4%,15%,-2,?,-4

# Reprinted at random: seven entries already listed, in no set order.
SMILES,Pf growth 48h,FBPA Giardia inh,HCV inhibitor,Cycloheximide cs,Pf growth 96h,Shiga toxin inh
C=CCN1C(=O)C(Cc2ccccc2)S/C1=N/N=C/c1cccs1 (configuration not stated),/,-4%,?,-2,?,-12
CC(C)CCn1c(=O)c2ccccc2n2c(COC(=O)c3ccc(S(=O)(=O)N(C)C)cc3)nnc12,16%,3%,/,-2,/,-12
CCOC(=O)N1CCN(C(=O)CNC(=O)c2nn(-c3ccc(OC)cc3OC)c(=O)c3ccccc23)CC1,?,-1%,-16%,25*,1µM*,31*
Nc1ncc([N+](=O)[O-])s1,10%,/,6%,/,-28%,/
N=C1/C(=C\c2ccc(SCc3ccccc3)o2)C(=O)N=C2SC(CC(=O)N3CCOCC3)=NN12,-18%,3%,-2%,-5,?,20
COc1cccc(N(CC(=O)NCCSc2ccccn2)S(C)(=O)=O)c1,4%,1%,3%,-1,?,-2
CCOc1ccc(Br)cc1S(=O)(=O)Nc1ccc(N2CCOCC2)cc1,/,-13%,-6%,-4,?,-18

# Continuation:
SMILES,Pf growth 48h,FBPA Giardia inh,HCV inhibitor,Cycloheximide cs,Pf growth 96h,Shiga toxin inh
Cc1cnc(NC(=O)c2cc3c(C)nn(Cc4ccccc4Cl)c3s2)s1,7.4µM*,6%,?,17,13µM*,-1
CN(C)CCN(Cc1ccccc1)S(=O)(=O)c1csc(C(N)=O)c1,35%[activator],8%,18%,-8,?,-2
CC(/C=N/n1c(-c2ccco2)n[nH]c1=S)=C\c1ccccc1,15%,17%,-18%,0,40%[activator],10
O=C(O)c1nn(-c2ccccc2)c(-c2ccccc2)c1C(=O)c1ccccc1,-2%,11%,40%[activator],-2,29%,2
O=S(=O)(O/N=C1\CCCc2ccccc21)c1ccc(Cl)cc1,24%,-5%,-11%,-6,/,-17
CCN(c1cccc(C)c1)S(=O)(=O)c1c(C)[nH]c(C)c1C(=O)N1CCCCC1,?,6%,23%,13,-18%,11
CC(C)Oc1ccc(CNCC2(O)CCOC(C)(C)C2)cc1 (configuration not stated),-25%,-7%,0%,-2,1%,3
Cc1ccc(S(=O)(=O)N2CCCC(C(=O)NC3=NCCS3)C2)cc1 (configuration not stated),-1%,10%,13%,1,2%,-7
COc1ccc(Cn2ccnc2SCC(=O)Nc2nnc(C)s2)cc1,?,?,1%,-4,?,-16
COc1c(F)c(F)c(C(=O)O)c(Nc2ccccc2C)c1F,43%[activator],-11%,-7%,-1,58%[activator],-2
COc1cccc(N(CC(=O)NC2CCCCC2)C(=O)CCCC(=O)Nc2ccccn2)c1,?,-2%,-2%,-1,45%[activator],6
Cc1nn(-c2ccccc2)c2[nH]c(=O)c(CNc3ccc4c(c3)OCCO4)cc12,48%[activator],-20%,2%,42*,0%[5.75 µM],113*
O=C(COc1ccc(S(=O)(=O)N2CCOCC2)cc1)NCCN1CCOCC1,0%,2%,15%,-12,243%[activator],-15
CSc1ccccc1NC(=O)c1cc(-c2ccc3c(c2)OCO3)on1,102%[activator],4%,5%,8,75%[activator],61*
CC(=O)OCC(=O)Nc1ccc(SC(F)F)cc1,15%,-2%,18%,9,3%,-6
CN(CC(=O)NC1CCCCC1)S(=O)(=O)c1ccc(Br)s1,?,-9%,11%,7,-3%,-3
CC(=O)c1cccc(S(=O)(=O)N2CCN(CCOc3ccccc3)CC2)c1,-12%,/,?,/,-22%,/
Cc1noc(C)c1CSc1ncnc2ccccc12,/,8%,3%,-4,/,-7
O=C(CSc1nc(=O)n(CCCN2CCOCC2)c2c1CCC2)Nc1cccc(F)c1,?,/,?,/,?,/
CCCc1nc2oc3c(OCC)ncnc3c2c2c1COC(C)(C)C2,/,-1%,?,-2,50%[activator],-18
COC(=O)c1ccc(OC)c(Cn2c(=O)n(C)c(=O)c3sccc32)c1,-9%,8%,-26%,-5,67%[activator],-20
O=C(NC1CCCCC1)OCCN1CCN(Cc2ccccc2)CCC1=O,-7%,-1%,-3%[8.37 µM],-2,-17%,-6
Cc1ccc(NC(=O)c2c(NC(=O)CCC(=O)O)sc3c2CCCCC3)cc1,43%[activator],-26%,-9%,39*,?,43*
CCOC(=O)c1ccccc1NC(=O)COC(=O)CN1C(=O)C2CC=CCC2C1=O (configuration not stated),-3%,4%,?,4,-22%,-16
COc1ccc(CC(=O)NCCC(C)C)cc1S(=O)(=O)N1CCOCC1,-5%,3%,5%,-2,7%,-8
# (more compounds)
SMILES,Pf growth 48h,FBPA Giardia inh,HCV inhibitor,Cycloheximide cs,Pf growth 96h,Shiga toxin inh
C/C(N)=C(/C#N)C(=O)COC(=O)c1cccc2ccccc12,58%[activator],0%,?,37*,40%,95*
O=C(COc1ccccc1)NNc1nc2c(F)cc(F)cc2s1,0%,3%,8%,10,67%[activator],4
CC1CCCC(C)N1/N=C/c1c[nH]c2ccc(Br)cc12 (configuration not stated),?,1%,-13%,5,?,-7
Cc1ccc(NC(=O)CSc2nnc(CSc3nc(C)cc(C)n3)n2Cc2ccco2)c(C)c1,?,15%,11µM*,-1,-26%,-10
CCC(C(=O)NC1CCCC1)N(Cc1ccc2c(c1)OCO2)C(=O)c1snc(C(N)=O)c1N (configuration not stated),?,3%,-30%,-2,6%,-12
CC1=C(C(=O)N2CCCCC2)C(c2cccs2)C2=C(CCCC2=O)N1 (configuration not stated),3%,-22%,18%,-5,-3%,2
O=C(CNc1ccc2ccccc2c1)NNC1=NCCC1,-3%,-12%,15%,8,27%,9
O=S(=O)(c1ccc(Cl)cc1)N1CCCc2ccccc21,-5%,-14%,?,-3,35%[activator],/
CCOC(=O)c1c(C)oc2ccc(OCC(=O)N(CC)CC)cc12,-5%,16%,?,13,3%,5
CCOC(=O)Nc1ccc(C)cc1NC(=O)OCC,-14%,-1%,-27%,-1,?,-2
O=C(O)c1ccc(N=Cc2c(O)ccc3oc4c(c23)CCCC4)cc1,1%,-7%,?,17*,22%,31
CCCOC1CCCN(Cc2nc(-c3ccc(C(=O)OC)cc3)no2)C1 (configuration not stated),-15%,3%,-4%,12,-14%,34
CCC(=O)/C=C1\Sc2ccc(OC)cc2N1CCO,-7%,-2%,-6%,-2,13%,-3
COc1ccc(C(CC(=O)O)NC(=O)COc2ccccc2)cc1OC (configuration not stated),-2%,2%,33%[activator],-2,35%[activator],10
CCC(C)(C)NC(=O)C1CCC(CNS(=O)(=O)c2cccc3nsnc23)CC1 (configuration not stated),-2%,/,-4%,-3,?,-11
COc1ccc(Nc2nc(Cl)nc(NCc3ccco3)n2)cc1,-12%,-2%,-15%,6,49%[activator],-23
O=C(N/N=C/c1ccccn1)c1ccc(NC(=O)c2cccc([N+](=O)[O-])c2)cc1,-28%,14µM*,?,0,?,9
Cc1sc2nc(SCC(=O)N3CCOCC3)[nH]c(=O)c2c1-c1ccccc1,7%,?,28%,-5,?,-2
c1ccc(-c2nnc(CSc3nnc(-c4ccncc4)n3Cc3ccco3)o2)cc1,-22%,-5%,?,2,?,-10
C/C(=N\N=C(c1ccccc1)c1ccccc1)c1cccs1,32%[activator],5%,1%,7,59%[activator],25
C/C(=N/Nc1nc(C)cc(C)n1)c1ccc(Br)cc1,?,?,?,-2,-34%,/
O=C(CCn1c(=O)oc2ccccc21)NCc1cccs1,34%[activator],-1%,-14%,-2,-5%,-1
Cc1ccc(C(=O)CN2C(=O)NC3(CCOc4ccccc43)C2=O)s1 (configuration not stated),?,/,8%,/,?,/
CCC1CCCN1Cn1cnc2c([nH]c3ccccc32)c1=O (configuration not stated),?,-9%[12.9 µM],-1%,8,411%[activator],35
Cc1noc(C)c1CCC(=O)N1CCCC(CCC(=O)NCc2ccccc2F)C1 (configuration not stated),23%,4%,13%,-2,33%[activator],-6
COc1ccc(-c2cc(C(=O)N3CCN(S(=O)(=O)c4ccccc4)CC3)[nH]n2)cc1,?,-13%,-20%,5.9*,55%[activator],20
O=C(O)CCc1ccc(-c2ccccc2)n1-c1cccc(C(=O)O)c1,0%,0%,2%,131*,7%,174*
C#CCN1C(=O)S/C(=C\c2ccc(-c3ccc(Cl)c(C(=O)O)c3)o2)C1=O,127%[activator],2%,2%,9,206%[activator],/
